ATG4B inhibitor: blocks human ATG4B protease cleavage of LC3 substrate. ATG4B cleavage of LC3-PLA2, NBD-HPC fluorescence, 1 h. inhibition, % at 8.33 µM. actives 0.51% (n = 340,000); in the data active = inhibition above about 40%
A3A deaminase: blocks human APOBEC3A ssDNA deamination | P31941 | recombinant A3A, FAM/TAMRA ssDNA deamination fluorescence | inhibition, % at 20 µM | actives 0.41% (n = 330,000) | AID 493011;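 active = at least 40% inhibition at 20 µM here, with at most 30% in a related deaminase screen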;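 note: plate controls were A3A with DMSO for no effect and wells lacking A3A enzyme for full effect; some results filed as inactive read as strong as hits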
Target sequence (P31941 whole entry, looked up): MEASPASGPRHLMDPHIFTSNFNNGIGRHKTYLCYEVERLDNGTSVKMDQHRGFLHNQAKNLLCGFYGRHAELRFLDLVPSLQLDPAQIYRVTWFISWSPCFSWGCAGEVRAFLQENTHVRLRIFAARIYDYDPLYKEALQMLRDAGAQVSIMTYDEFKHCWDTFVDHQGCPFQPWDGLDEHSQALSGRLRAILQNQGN
hIAP inh: human IAP inhibition; AID 2544; purified IAP, CDP-Star luminescence, 30 min; actives 0.12% (n = 330,000); inhibition, % at 10 µM;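 active = inhibition reaching a set limit with compound at 10 µM in the primary screen, cut at about 35% in these data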;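 note: plate controls were DMSO wells with enzyme for no effect and no-enzyme buffer wells for full effect; values of inactives mirror those of a sister screen read the other way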
PfGluPho inh: PfG6PD (Plasmodium falciparum) enzyme inhibition; PfGluPho enzyme, NADPH resazurin-diaphorase fluorescence; inhibition, % at 20 µM; actives 0.78% (n = 350,000);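 active = inhibition reaching at least a set limit at 20 µM in the primary screen, cut at about 59% in these data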;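 note: 0% = DMSO wells with substrate and 100% = DMSO wells lacking glucose-6-phosphate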
mIAP inh: blocks mouse intestinal alkaline phosphatase. purified mouse IAP, CDP-Star luminescence, 30 min. inhibition, % at 10 µM. actives 0.2% (n = 330,000). AID 2806;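 active = inhibition of at least 40% at 10 µM in the primary screen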;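 note: plate controls were DMSO with enzyme for no effect and no enzyme wells for full effect; values of inactives mirror those of a sister screen read the other way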
HKDC1 inh: blocks human hexokinase HKDC1 activity; Q2TB90; recombinant HKDC1, G6PDH/diaphorase resazurin coupled fluorescence; inhibition, % at 20 µM; actives 0.16% (n = 340,000); AID 493160;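 active = inhibition above about 35% when tested at 20 µM, limit read from the data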;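 note: plate controls were DMSO wells with enzyme for no effect and DMSO wells lacking enzyme for full effect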
Target sequence (Q2TB90 whole entry, looked up): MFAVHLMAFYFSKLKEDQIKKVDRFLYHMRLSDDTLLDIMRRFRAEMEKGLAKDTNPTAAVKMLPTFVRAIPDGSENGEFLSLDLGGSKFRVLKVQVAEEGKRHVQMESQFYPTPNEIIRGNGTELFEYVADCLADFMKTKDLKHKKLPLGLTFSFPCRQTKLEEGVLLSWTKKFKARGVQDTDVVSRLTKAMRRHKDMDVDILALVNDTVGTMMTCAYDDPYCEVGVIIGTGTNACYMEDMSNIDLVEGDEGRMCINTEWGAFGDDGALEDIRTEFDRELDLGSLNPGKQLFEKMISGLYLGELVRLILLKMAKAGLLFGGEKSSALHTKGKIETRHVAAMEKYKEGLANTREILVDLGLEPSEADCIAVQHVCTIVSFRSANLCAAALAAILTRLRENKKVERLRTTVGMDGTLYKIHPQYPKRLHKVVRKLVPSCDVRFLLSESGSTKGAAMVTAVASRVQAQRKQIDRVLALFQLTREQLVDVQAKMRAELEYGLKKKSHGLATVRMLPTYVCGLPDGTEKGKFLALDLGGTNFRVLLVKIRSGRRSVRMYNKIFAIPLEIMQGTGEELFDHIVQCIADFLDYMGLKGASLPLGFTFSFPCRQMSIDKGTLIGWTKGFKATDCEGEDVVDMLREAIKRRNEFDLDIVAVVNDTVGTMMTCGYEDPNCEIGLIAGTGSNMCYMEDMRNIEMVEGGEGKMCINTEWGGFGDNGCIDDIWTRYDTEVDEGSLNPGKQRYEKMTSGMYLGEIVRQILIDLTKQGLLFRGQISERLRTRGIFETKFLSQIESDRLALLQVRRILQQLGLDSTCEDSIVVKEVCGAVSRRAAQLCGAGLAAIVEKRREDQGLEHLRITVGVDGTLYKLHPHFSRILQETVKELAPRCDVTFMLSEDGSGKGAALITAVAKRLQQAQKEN
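Assay system: recombinant HKDC1 hexokinase; detection: coupled resazurin fluorescence, excitation 525 nm, emission 613 nm; benchmarks: DMSO-plus-enzyme-mix negative control, buffer-substituted positive control; compound dosing: single 20 µM dose; schedule: 90 min at room temperature in dark; also added: glucose plus 1 mM ATP as hexokinase substrates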
hIAP activ: human IAP activation. P09923. purified human IAP, CDP-Star luminescence, 30 min; hits give high values; 1 = vehicle-only enzyme, 0 = enzyme-free background. activation factor at 10 µM. actives 0.16% (n = 330,000);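 active = activation factor of the enzyme at least 2-fold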; note: the source names both 10 and 20 µM as test concentration; values of inactives mirror those of a sister screen read the other way
mIAP act: increases mouse intestinal alkaline phosphatase activity; muIAP, CDP-Star luminescence, 30 min; hits give high values; 1 = vehicle-only enzyme signal, 0 = enzyme-free wells; activation factor at 10 µM; actives 0.24% (n = 330,000);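 active = activation factor of at least 2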; note: the source names both 10 and 20 µM as test concentration; values of inactives mirror those of a sister screen read the other way
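System: Mouse IAP enzyme | Also added: CDP-Star substrate | Dosing: Compounds dispensed in DMSO | Schedule: 30 min enzyme-substrate-compound incubation at room temperature | Technique: Chemiluminescence readout | Control set: DMSO-only wells and no-enzyme negative control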
Active calls of the source: *; / = no result given.

SMILES	ATG4B inhibitor	A3A deaminase	hIAP inh	PfGluPho inh	mIAP inh	HKDC1 inh	hIAP activ	mIAP act
CC[C@]12c3[nH]c4ccccc4c3CCN1C(=O)C(CC(=O)NCCN1CCOCC1)C[C@@H]2C(=O)N1CCN(C(=O)C2CC2)CC1 (stereo not given in full)	-4	-4	16	1	-1	-4	0.84	1
Cc1ccc(NC(=O)Nc2nc(-c3ccc(C)s3)cs2)cc1	-9	0	17	-6	-43	-6	0.83	1.4
CCCN(CCC)CCCOC(=O)c1ccc(Cl)cc1Cl	1	3	-10	-8	9	4	1.1	0.91
O=C(NCCn1ccc2ccccc21)C1CCCCC1	-3	0	2	2	0	-4	0.98	1
Cn1c(CNC(=O)CCNC(=O)c2cccc(Cl)c2)cc(=O)n(C)c1=O	-4	1	2	-9	-8	-6	0.98	1.1
Cc1csc(NC(=O)C(NS(=O)(=O)c2ccc(Br)s2)c2ccccc2)n1 (stereo not given)	2	-2	10	-26	22	-2	0.9	0.78
CC(=O)N1CCN(C(=O)c2cccc(S(=O)(=O)NCc3ccccc3)c2)CC1	6	-2	-19	1	-6	-4	1.2	1.1
O=C1CC(c2c(F)cccc2Cl)C2=C(COC2=O)N1 (stereo not given)	-5	-5	-3	-6	8	-4	1	0.92
COc1cccc(OCC(=O)NNC(=O)CCc2ccccc2)c1	-4	-3	-51	3	16	-8	1.5	0.83
Cc1cc(N2CCOCC2)nc2ccc(NC(=S)NCCN(C)C)cc12	-2	-8	-2	20	0	5	1	1
COc1cc2oc(=O)c3c(c2cc1OCC(=O)c1c(C)n(C)c2ccccc12)CCCC3	17	4	-5	-25	-11	13	1	1.1
Cc1ccc(S(=O)(=O)NC(CC(C)C)C(=O)NCC(C)(C)N2CCOCC2)cc1 (stereo not given)	-6	0	-20	-3	0	-5	1.2	1
CC(NS(=O)(=O)c1ccc(OCC(=O)N2CCOCC2)cc1)c1ccccc1 (stereo not given)	2	-5	-9	-24	-9	-5	1.1	1.1
COc1ccc(S(=O)(=O)Nc2ccc(S(=O)(=O)N3CCOCC3)cc2)cc1	-4	1	-2	-27	3	0	1	0.97
COc1ccc(N2Cc3ccc(C(=O)N/N=C\c4ccc(O)cc4O)cc3C2)cc1	/	-1	-36	/	40	/	1.4	0.6

Brought forward from above: two entries, followed by the next part.
SMILES	ATG4B inhibitor	A3A deaminase	hIAP inh	PfGluPho inh	mIAP inh	HKDC1 inh	hIAP activ	mIAP act
COc1ccc(S(=O)(=O)Nc2ccc(S(=O)(=O)N3CCOCC3)cc2)cc1	-4	1	-2	-27	3	0	1	0.97
COc1ccc(N2Cc3ccc(C(=O)N/N=C\c4ccc(O)cc4O)cc3C2)cc1	/	-1	-36	/	40	/	1.4	0.6
CCOc1ccc(NC(=O)CN(C)C(=O)c2cc(-c3ccc(OC)cc3)nc3ccccc23)cc1OCC	-7	5	-18	27	4	-1	1.2	0.96
Cc1csc(SCC(=O)NC23CC4CC(CC(C4)C2)C3)n1	-2	-3	-4	-10	-1	0	1	1
O=C(CCc1nnc2ccc(N3CCCCC3)nn12)NCC1CCN(Cc2ccc(F)cc2)CC1	0	-3	-7	-5	0	-5	1.1	1
O=C(NCc1ccccc1)c1ccc(Cl)c(NC2=NC3CS(=O)(=O)CC3S2)c1 (stereo not given)	-9	-6	3	-5	-5	-2	0.97	1
CC(C)C(NC(=O)c1ccco1)C(=O)OCC(=O)N1CC(=O)Nc2ccccc21 (stereo not given)	0	0	7	-1	3	-1	0.93	0.97
Nc1ccncc1N	-3	42	-21	3	72*	-3	1.2	0.28
CN1CCCN(C(=O)c2ccc(Cl)c(S(=O)(=O)N(C)c3ccccc3)c2)CC1	-25	-2	-13	8	9	15	1.1	0.91
CCOC(=O)C1=C(COC(=O)CCc2ccc(F)cc2)NC(=O)NC1C (stereo not given)	-8	-4	-6	2	4	-4	1.1	0.96
O=C(NN1C(=O)C2CCCCC2C1=O)c1ccco1 (stereo not given)	2	5	6	-7	18	5	0.94	0.82
CCN(CC(=O)Nc1ccc(NC(C)=O)cc1)C(=O)c1cc2c(s1)CCCC2	-9	-5	16	5	13	0	0.84	0.87
CCn1nnnc1Oc1ccc(Cl)cc1	-5	-1	12	9	2	-16	0.88	0.98
C[N+]1(CCOC(=O)C2(c3ccccc3)CCCC2)CCCCC1	3	64*	-7	-15	-13	-8	1.1	1.1
Cn1c(SCc2cccnc2)nnc1-c1c[nH]c2ccccc12	-6	0	7	-5	2	-1	0.93	0.98
COc1cc(NC(=O)C(=O)NCCN2CCNCC2)c(OC)cc1Cl	-1	-3	0	9	2	-7	1	0.98
COC(=O)[C@@H]1C2CCC(C(=O)Nc3ccccc3)(CC2)[C@@H]1C(=O)OC	5	0	-7	0	-7	-4	1.1	1.1

Random excerpt: 5 compounds from above
SMILES	ATG4B inhibitor	A3A deaminase	hIAP inh	PfGluPho inh	mIAP inh	HKDC1 inh	hIAP activ	mIAP act
CCn1nnnc1Oc1ccc(Cl)cc1	-5	-1	12	9	2	-16	0.88	0.98
C[N+]1(CCOC(=O)C2(c3ccccc3)CCCC2)CCCCC1	3	64*	-7	-15	-13	-8	1.1	1.1
Cc1ccc(NC(=O)Nc2nc(-c3ccc(C)s3)cs2)cc1	-9	0	17	-6	-43	-6	0.83	1.4
Cc1cc(N2CCOCC2)nc2ccc(NC(=S)NCCN(C)C)cc12	-2	-8	-2	20	0	5	1	1
CCN(CC(=O)Nc1ccc(NC(C)=O)cc1)C(=O)c1cc2c(s1)CCCC2	-9	-5	16	5	13	0	0.84	0.87

Additional entries.
SMILES	ATG4B inhibitor	A3A deaminase	hIAP inh	PfGluPho inh	mIAP inh	HKDC1 inh	hIAP activ	mIAP act
Cc1oc(S(=O)(=O)N2CCCCC2)cc1NC(=O)Nc1ccccc1	-13	-2	-64	2	-60	4	1.6	1.6
Cc1nc(-c2ccccc2)sc1C(=O)CSc1ccc(F)cc1	-1	-3	-22	13	4	0	1.2	0.96
CSc1nsc(NC(=O)Cc2ccccc2)n1	6	0	-7	-14	-4	5	1.1	1
Cn1c(CNC(=O)CNC(=O)c2ccccc2F)cc(=O)n(C)c1=O	4	2	8	4	3	-6	0.92	0.97
Cc1cc(C)n(C(=O)c2ccc([N+](=O)[O-])c(Cl)c2)n1	5	-1	3	-1	-4	4	0.97	1
CC(C)(C)c1nc2ccc([N+](=O)[O-])cc2[nH]1	13	6	-12	-24	-9	4	1.1	1.1
Cc1occc1C(=O)NC1CCCCCCC1	8	-1	-6	-7	2	2	1.1	0.98
O=C(O)c1ccc(N2CCOCC2)c(N2C(=O)C3C4C=CC(C4)C3C2=O)c1 (stereo not given)	-9	2	-16	8	3	-13	1.2	0.97
Oc1ccc2ccccc2c1CN1CCN(C/C=C/c2ccccc2)CC1	6	-6	-12	9	6	12	1.1	0.94
O=C(Nc1ccncc1)c1cccc(F)c1	-1	0	-14	-5	-8	-6	1.1	1.1
CCOC(=O)C1=NN(c2ccccc2)C(c2ccccc2)CC1=O (stereo not given)	-9	-3	-1	-7	-7	2	1	1.1
Cc1oc(-c2ccccc2F)nc1CSCC(=O)NC1CCC(C)CC1 (stereo not given)	2	-1	-31	-9	0	3	1.3	1
O=C(NCc1ccc2c(c1)OCO2)C(=O)NCC1CCCO1 (stereo not given)	1	0	0	3	0	-3	1	1
C#Cc1ccc([C@@H]2C=C(C(=O)OCC=C)O[C@H](OCC)[C@H]2CCCO)cc1	6	-7	-5	-1	-10	-3	1.1	1.1
COc1ccc(NC(=O)C2=CC(c3ccc(OC)cc3)=NS(=O)(=O)N2C)cc1	-10	-3	15	17	14	2	0.85	0.86
CCCCn1cnc2c([nH]c3ccccc32)c1=O	3	7	-14	-9	7	-8	1.1	0.93
Cc1oc(-c2ccccc2)nc1CS(=O)CC(=O)O (stereo not given)	-13	-4	-3	-3	9	-3	1	0.91
Cc1cc(Br)c2[nH]cc(CCNC(=O)c3ccco3)c2c1	-2	-7	-58	51	-2	-3	1.6	1
Cc1cc(S(=O)(=O)NCCN(C)C)c(C)s1	-6	-2	-8	-9	5	4	1.1	0.95
CCOc1ccc(NC(=O)C2CC(=O)N(c3ccc4c(c3)OCCO4)C2)cc1OCC (stereo not given)	1	22	-8	-1	-11	-4	1.1	1.1
Nc1nnc(CC(=O)N/N=C/c2ccc(-c3ccccc3Cl)o2)s1	8	-3	2	-11	14	-1	0.98	0.86
Cc1ccc(C2C(=O)N(C3CCCC3)CC(=O)N2CC2COc3ccccc3O2)cc1 (stereo not given)	16	1	2	-16	7	-3	0.98	0.93
COc1ccc(C(C(=O)NCc2ccccc2)N(Cc2ccco2)C(=O)c2snc(C(N)=O)c2N)cc1OC (stereo not given)	5	-1	8	-7	3	-8	0.92	0.97
COc1ccc(Cc2nc3ccc(C(=O)N4CCC(N(C)C)C4)cc3o2)cc1 (stereo not given)	13	-2	-18	4	2	-5	1.2	0.98
CCOC(=O)C1(Cc2ccc(OC)cc2)CCN(C(=O)CCc2cccnc2)CC1	3	-3	-15	7	6	-2	1.2	0.94
CC1CN(C(=O)COC(=O)c2ccc(C#N)cc2)CC(C)O1 (stereo not given)	-5	-4	7	-5	1	-4	0.93	0.99
Cc1ccc(-c2nn(C)c(=O)c3ccccc23)cc1CNC(=O)/C=C/c1ccccc1	-8	-4	13	77*	6	4	0.87	0.94
Cc1ccc(C(=O)N/N=C/c2ccc([N+](=O)[O-])s2)cc1	-11	-13	11	12	8	10	0.89	0.92
c1ccc2c(c1)[nH]c1c(N3CCOCC3)ncnc12	-10	-3	6	11	-5	16	0.94	1
COC(=O)C1=C(C)N(Cc2ccccc2)C(=O)N[C@H]1c1ccco1	0	0	8	-6	28	-4	0.92	0.72
Cc1ccc2nc(SCC(=O)N3CCN(c4ccccc4)CC3)nc(=O)n2c1	-12	1	1	-3	-1	-5	0.99	1
O=C1CCc2cc(NS(=O)(=O)c3ccc(Cl)cc3)cc3c2N1CC3	-6	0	-2	-12	2	-1	1	0.98
CCCCC[C@H](O)/C=C/C1=C(CCCCCCC(=O)O)C(=O)CC1	13	11	-11	-8	6	-2	1.1	0.94
Cc1ccccc1NC(=O)c1nc(S(C)(=O)=O)ncc1Cl	1	1	-11	17	-6	-7	1.1	1.1
Cc1ncc(CO)c(/C=N/NC(=O)c2ccoc2C)c1O	-2	-3	-58	-15	-8	-10	1.6	1.1
Cc1ccc(CNC(=O)c2ccc(S(=O)(=O)Nc3c(C)n(C)n(-c4ccccc4)c3=O)cc2)cc1	1	-2	2	-13	12	-6	0.98	0.89
CC[N+](C)(CC)CC(=O)OCC1C(C)C=C(C)CC1C (stereo not given)	-9	73*	-15	5	2	-5	1.2	0.98
CC(C)(C)C1=NN(c2ccc([N+](=O)[O-])cc2)C(c2ccccc2)C1 (stereo not given)	10	-1	14	12	17	-3	0.85	0.83
Cn1nnnc1SCc1nc2ccccc2[nH]1	10	-7	9	-8	3	-2	0.91	0.97
Cc1cc(C)c(N(C(=O)c2csnn2)C(C(=O)NC2CCCC2)c2ccncc2)c(C)c1 (stereo not given)	3	-4	2	-2	11	0	0.98	0.89
COCCCN(C(=O)c1ccccc1F)c1nc(-c2ccc(OC)cc2)cs1	0	-2	-25	26	6	-3	1.2	0.94
CCN(CC)S(=O)(=O)c1cccc(NC(=O)C2CC(=O)N(c3ccc4c(c3)OCCO4)C2)c1 (stereo not given)	-11	25	14	6	-4	-1	0.86	1
CCC(c1nnnn1CCOC)N1CCN(c2cccc(C(F)(F)F)c2)CC1 (stereo not given)	-1	-4	-12	-6	2	-1	1.1	0.97
Cc1ccc(C)c(Cn2nnc3c(=O)[nH]c(C4CCCN(C(=O)C5CCCCC5)C4)nc32)c1 (stereo not given)	12	1	16	-7	4	5	0.84	0.96
